Bioassay records: PubChem, National Center for Advancing Translational Sciences (NCATS)
D3 ag: agonists of human D3 dopamine receptor. D3R DiscoveRx beta-arrestin cells, luminescence, 90 min. AID 652048. 410,000 tested, 0.58% active. max activation, %; in the data active means max activation above about 30%; further: 0% is about no effect; mostly tested at two doses, the higher about 12 µM
Target sequence (P35462 whole entry, looked up): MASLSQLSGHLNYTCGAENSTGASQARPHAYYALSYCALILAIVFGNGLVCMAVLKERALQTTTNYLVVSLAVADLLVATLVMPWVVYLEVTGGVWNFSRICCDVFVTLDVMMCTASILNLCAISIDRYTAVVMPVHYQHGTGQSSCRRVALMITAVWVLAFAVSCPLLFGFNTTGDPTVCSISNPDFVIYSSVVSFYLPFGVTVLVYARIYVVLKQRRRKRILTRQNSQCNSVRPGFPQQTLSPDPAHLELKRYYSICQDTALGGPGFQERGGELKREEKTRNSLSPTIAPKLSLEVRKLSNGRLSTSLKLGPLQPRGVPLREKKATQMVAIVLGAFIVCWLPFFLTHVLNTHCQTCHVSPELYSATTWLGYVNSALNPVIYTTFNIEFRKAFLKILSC
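Agonist mode: compounds and dopamine controls were applied to plated cells for 90 min at 37 degrees C after an overnight attachment at 1500 cells/well. Luminescent read-out followed 30 - 60 minutes at room temperature with DiscoveRx detection reagent.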
TDP-43 yeast inh: rescues yeast growth from TDP-43 toxicity; TDP-43 expressing yeast growth rescue, BacTiter-Glo, 24 h; Potency, µM (highest dose often 46.1 µM), inactives show top-dose growth rescue (activation), hits mostly activators; AID 652104; 410,000 tested, 1.8% active; further: potency means the concentration at half of the fitted maximal effect; % of control where 0% means no effect; nearly all actives have a fitted effect of over 50% in size
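Yeast expressing TDP-43 (pregrown in raffinose, seeded at OD600=0.02 in galactose medium) exposed to compounds 24 hr at 30 deg C. Growth read by BacTiter-Glo luminescence; rescue of toxicity appears as increased signal.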
EPAC2 antagonist: EPAC2 (human) antagonism | Potency, µM (titrated, usually from 114 µM), for the others: top-dose activity, negative = inhibition, actives largely listed as inhibitors | 360,000 tested, 0.18% active | AID 720708 | EPAC2 GEF exchange of Rap1B-BODIPY-GDP, fluorescence; further: potency means the concentration at half of the fitted maximal effect; on the % scale 0 is the no-effect control and ±100 the full control effect; nearly all actives have a fitted effect of over 45% in size; many of its hits are not listed in these tables
FUS yeast rescue: suppressors of FUS proteinopathy in yeast | S. cerevisiae FUS-expressing, growth rescue, OD600, 24 h | Potency, µM (doses to about 76.6 µM), for inactives: at the top dose growth rescue (activation), most hits filed as activators | 390,000 tested, 0.24% active | AID 1347120;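 further: potency means the concentration at half of the fitted maximal effect; plate controls were DMSO vehicle for no effect and reference control for full effect; nearly all actives have a fitted effect of over 55% in size; some results filed as inactive show a strong effect at the top dose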
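Yeast FUS proteinopathy model; galactose-induced FUS (2%), starting OD 0.005. Cpds in dilution series, 24hr, 30C, 99% humidity. Abs 600 nm growth. Pos ctrl CP55940 (top 92uM final); neg ctrl DMSO.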
EPAC2 ag: EPAC2 (human) agonism. 360,000 tested, 0.079% active. Potency, µM (top dose mostly 154 µM), for the others: top-dose activation, hits mostly activators. EPAC2 activation, biochemical qHTS; response scale: 100% = 6.5 mM cAMP response. Q8WZA2; further: potency means the concentration at half of the fitted maximal effect; nearly all actives have a fitted effect of over 50% in size
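Readout is BODIPY fluorescence (480 nm excitation, 540 nm emission), which falls as labeled GDP is exchanged off Rap1B. EPAC2 at 100 nM acted on 250 nM RAP1B-BODIPY-GDP with 50 uM GDP present.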
D3 antag: D3 dopamine receptor (human) antagonism. max response, negative = inhibition, %. AID 652054. 360,000 tested, 2.5% active. P35462. D3R cells, DiscoveRx beta-arrestin luminescence, antagonist mode; hits give low values; in the data active means max response below about -50%; inconclusive means no clear call, values can overlap the other calls; further: on the % scale 0 is the no-effect control and ±100 the full control effect; mostly tested at two doses, the higher about 12 µM
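Cells plated overnight at 1500 cells/well, then exposed to library compounds with dopamine controls for 90 minutes at 37 degrees C. DiscoveRx reagent added for 30–60 minutes at room temperature; luminescence read, quantitative HTS format.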
Abeta yeast res: restores growth of yeast expressing A-beta42 peptide | Potency, µM (series often up to 46.1 µM), for the others: at the top dose growth rescue, most hits filed as activators | 410,000 tested, 0.063% active | yeast expressing A-beta42, growth rescue, OD600, 48 h; response scale: 0% DMSO, 100% iron-clioquinol control | AID 1347071; further: potency means the concentration at half of the fitted maximal effect; nearly all actives have a fitted effect of over 55% in size
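Growth rescue measured by 600 nm absorbance after 48 h yeast culture at 30 C with compound. Values normalized between DMSO and an equimolar ferric chloride plus clioquinol control.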
aSyn rescue: rescues yeast growth from alpha-synuclein toxicity; Yeast expressing alpha-synuclein, growth rescue, BacTiter-Glo, 24 h; Potency, µM (titrated, usually from 46.1 µM), for inactives: top-dose growth rescue (activation), usual class: activators; 370,000 tested, 0.14% active; further: potency means the concentration at half of the fitted maximal effect; % of control where 0% means no effect; nearly all actives have a fitted effect of over 65% in size
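Rescue of yeast growth: cells expressing toxic alpha-synuclein, induced in galactose at OD600 0.02, incubated with compound 24 h at 30 C. ATP luminescence quantified growth; inhibitors of toxicity appear as activators.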
* = called active by the depositor; u = inconclusive; x = no result given; & = joins results of further samples; [ ] = remark or other dose. Unless noted, the call rests on the fitted dose curve; in most records, active means well fitted curve in the direction sought with a large enough effect; inconclusive means small, poorly fitted or top-dose-only effect, or another doubt; inactive means no such curve, though single readings can be large; an effect the other way counts as inactive or inconclusive. The list is partial. The share of hits here may be higher or lower than overall.

SMILES | D3 ag | TDP-43 yeast inh | EPAC2 antagonist | FUS yeast rescue | EPAC2 ag | D3 antag | Abeta yeast res | aSyn rescue
O=C(COC(=O)CSc1ccc(Cl)cc1)Nc1ccccc1 | 1 | -4% | -4% | 6% | 22% | 5 | -6% | -4%
CCN(CC)C(=O)OCCc1cc2ccccc2c(=O)o1 | 12 | 30% | 3% | 8% | 7% | -6 | -3% | 2%
CC(=O)N1C(=O)/C(=C2\SC(=S)N(NC(=O)c3ccc(O)cc3)C2=O)c2ccccc21 | 2 | -4%[0.397 µM] | -4% | u | 0% | -12 | 13% | -11%
CN(C)CCNC(=O)CN1C(=O)CSc2ccc(S(=O)(=O)N3CCCCC3)cc21 | -3 | 7% | -7% | 3% | 7% | -18 | -4% | -8%
CC(NC(=O)CSc1nc2ccccc2n1C)c1ccccc1 (stereo not given) | -4 | 0% | 2% | 2% | 12% | -3 | 14% | -1%
O=C(CNC(=O)c1ccc(Cl)cc1)Nc1ccccc1C(F)(F)F | -10 | 7% | -10% | 7% | -3% | -3 | 8% | 1%
N#Cc1ccccc1S(=O)(=O)N1CCN(C(=O)CN2C(=O)NC3(CCCC3)C2=O)CC1 | 1 | -19% | 2% | -1% | 5% | 5 | 1% | -1%
O=c1c2[nH]c3ccc(F)cc3c2ncn1CCCN1CCOCC1 | -5 | -23% | -13% | 12% | 3% | 0 | -9% | -5%
O=C(CCC(=O)Nc1nnc(C2CCCCC2)s1)NCC1CCCO1 (stereo not given) | 0 | -5% | 3% | 16% | 15% | 15 | -2% | 0%
CC1CCCCN1C(=O)CSc1nc2ccccc2n1CC(=O)N1CCc2ccccc21 (stereo not given) | -3 | -20% | 11% | 36% | -4% | u | 3% | -10%
CC(CCc1ccc(O)cc1)NCCC(c1ccccc1)c1ccccc1 (stereo not given) | 2 | -15% | 6% | 9% | 2% | u | 4% | -1%
CCCc1cc(=O)[nH]c(SCC(=O)c2cc(C)n(C)c2C)n1 | -6 | -14% | 8% | 17% | -4% | 1 | 6% | -6%
COc1ccccc1-n1c(SCC(=O)Nc2cccc(C(=O)O)c2)nnc1-c1ccccc1O | -10 | 9% | 4% | 3% | 2% | -7 | -5% | -7%
O=C(c1ccc([N+](=O)[O-])o1)N1CCc2ccccc21 | 5 | u | 10% | -8% | 2% | 10 | -56%[inhibitor] | -18%
COc1cccc(Nc2nc(CN3CCOCC3)nc3sc4c(c23)CCCC4)c1 | -10 | -1% | -7% | -7% | -8% | 6 | -2% | -5%
COc1cc(OC)cc(-c2nc3n(n2)C(c2ccccc2F)C(C(=O)Nc2cccnc2)=C(C)N3)c1 (stereo not given) | -6 | 0%[9.22 µM] | x | 30% | x | x | 19% | x
Cc1cccc(Cn2cc(C(=O)Nc3ccc(F)c(C(F)(F)F)c3)ccc2=O)c1 | 3 | 8% | x | 26% | x | x | -8% | x
Cc1ccc(NC(=O)CSc2nnc(COc3ccccc3F)n2N)cc1S(=O)(=O)N1CCOCC1 | 3 | -11% | 5% | 5% | 3% | -12 | 1% | -6%
COc1cc(CNC(=O)c2cc(C(=O)NCc3cc(OC)cc(OC)c3)n(C)n2)cc(OC)c1 | -5 | 15% | -5% | 19% | 7% | 3 | -5% | -10%
Cc1ccc(C)c(S(=O)(=O)N2CCCOC2CNC(=O)C(=O)NC2CCCC2)c1 (stereo not given) | 2 | 12% | 10% | 15% | -2% | 10 | 2% | -1%
O=C(COC(=O)COc1cccc(Br)c1)Nc1ccc(F)cc1F | 5 | -11% | -9% | -14% | 11% | -7 | -2% | -16%
CCc1cc2c(=O)c(-c3nc4ccccc4n3C)c(CCCC(=O)O)oc2cc1OC(=O)C(C)(C)C | 6 | 18% | 0% | u | 1% | 0 | 0% | 4%
O=C(NCc1ccco1)c1noc2c1CCCCC2 | -20 | -8% | 11% | 3% | 6% | -8 | 2% | -16%
CC(=O)Nc1ccc(C=CC(=O)c2ccc([N+](=O)[O-])cc2)cc1 | 5 | 20% | 16% | -23% | -2% | 1 | 7% | 2%
COc1cccc(NC(=O)CN2C(=O)c3cccnc3Oc3ccc(Cl)cc32)c1 | 1&15 | 16%&19% | 1% | u | 8% | 37 | 12%&11% | 0%
The list goes on:
SMILES | D3 ag | TDP-43 yeast inh | EPAC2 antagonist | FUS yeast rescue | EPAC2 ag | D3 antag | Abeta yeast res | aSyn rescue
COc1ccc(-n2nc3c(N)n[nH]c3cc2=O)cc1 | -1 | -11%[0.397 µM] | -6% | 2% | 2% | 5 | 25% | 0%
O=C(COc1ccc2c(c1)OCO2)Nc1ccc(Cl)cn1 | -2 | 12% | 8% | 9% | 8% | -4 | -2% | 0%
COc1ccc2c(C)cc3nnnn3c2c1 | -3 | -9% | 10% | 2% | 3% | -16 | -11% | 10%
O=S(=O)(c1ccc(Cl)cc1)N1CCN(C(=S)Nc2ccc(F)c(Cl)c2)CC1 | -10 | 7% | -4% | u | 8% | -21 | 1% | -6%
Cc1noc(-c2ccccc2)c1NC(=O)Nc1ccc(Cl)cc1 | 2 | -4% | 1% | 15% | 0% | 11 | -14% | -1%
Cc1ccc(C(=O)Nc2ccc(S(=O)(=O)N3CCC(c4nc5ccccc5s4)CC3)cc2)cc1 | 9 | 8% | x | -7% | x | x | -2% | x
COC(=O)c1ccc(COC(=O)C2CCN(S(=O)(=O)c3ccc(C)c(C)c3)CC2)o1 | -6 | -16% | -10% | 22% | 14% | 1 | -10% | -7%
Cc1ccc(NS(=O)(=O)c2ccc(Cl)nc2)c(C)c1 | -5 | 8% | -9% | 2% | 0% | -6 | 12% | 13%
COc1ccc(OCc2nnc3n2N=C(c2ccc(C)cc2)CS3)cc1 | 1 | 12% | -2% | u | 3% | 11 | -1% | 0%
O=C(NC1CCCN(Cc2ccc(Cl)cc2)C1)c1ccnc(Cl)c1 (stereo not given) | -12 | -7% | 8% | 21% | 5% | -8 | 6% | -8%
Cc1ccc(C2CC(C(F)(F)F)n3nc(C(=O)NCCN4CCOCC4)cc3N2)cc1 (stereo not given) | 10 | 6% | 17% | 5% | -7% | -10 | 2% | -7%
COc1cc(CNc2nc3ccccc3n2C)cc(OC)c1OC | -11 | -21% | 5% | u | 9% | -26 | 4% | -7%
OCc1ccccc1SSc1ccccc1CO | -4 | u | 5% | -12% | 0% | u | u | 4%
COc1ccccc1C(=O)NC(=O)Nc1ccc(-c2cc(C(F)(F)F)nn2-c2ccccc2)cc1 | -14 | -9% | x | -18% | x | x | -9% | x
CCNC(=O)/C=C1\NC(C)(C)Cc2c1ccc1ccccc21 | -1 | -14% | -4% | -5% | 12% | 9 | -9% | 2%
CC1CCCC(NC(=O)CSc2ncnc3ccccc23)C1C (stereo not given) | 0 | 14µM* | -11% | 2% | -12% | -11 | 10% | 2%
COc1ccc([C@H]2C[C@H](n3cc(-c4ccc(F)cc4)nn3)[C@@H](O)CN2CC2CCCCC2)cc1 | 2 | 25% | 0% | 44% | 4% | -16 | 7% | 5%
O=C(Nc1ccc(C(=O)NC2CCCCC2)cc1)c1cccnc1 | 4 | -28% | 8% | -13% | 1% | 6 | -14% | 0%
CCCCNC(=S)N(C)/N=C/c1ccc(F)cc1 | -2 | 11µM* | -4% | x | 3% | 2 | -11% | -15%
O=C(O)Cc1csc(-c2ccccc2)n1 | -13 | -1% | 19% | -15% | 0% | -25 | -6% | -5%
O=S(=O)(c1cc(Cl)ccc1Cl)N1CCNCC1 | 0 | 8% | -4% | 18% | -2% | -4 | 3% | -3%
Cc1ccc(S(=O)(=O)N2CCOCC2)cc1C(=O)OCC(=O)NCc1ccccc1 | 2 | 6% | -2% | 2% | 6% | 10 | 3% | -6%

For convenience, 14 of the compounds above:
SMILES | D3 ag | TDP-43 yeast inh | EPAC2 antagonist | FUS yeast rescue | EPAC2 ag | D3 antag | Abeta yeast res | aSyn rescue
COc1ccc(-n2nc3c(N)n[nH]c3cc2=O)cc1 | -1 | -11%[0.397 µM] | -6% | 2% | 2% | 5 | 25% | 0%
O=C(COc1ccc2c(c1)OCO2)Nc1ccc(Cl)cn1 | -2 | 12% | 8% | 9% | 8% | -4 | -2% | 0%
COc1ccc2c(C)cc3nnnn3c2c1 | -3 | -9% | 10% | 2% | 3% | -16 | -11% | 10%
O=S(=O)(c1ccc(Cl)cc1)N1CCN(C(=S)Nc2ccc(F)c(Cl)c2)CC1 | -10 | 7% | -4% | u | 8% | -21 | 1% | -6%
Cc1noc(-c2ccccc2)c1NC(=O)Nc1ccc(Cl)cc1 | 2 | -4% | 1% | 15% | 0% | 11 | -14% | -1%
Cc1ccc(C(=O)Nc2ccc(S(=O)(=O)N3CCC(c4nc5ccccc5s4)CC3)cc2)cc1 | 9 | 8% | x | -7% | x | x | -2% | x
COC(=O)c1ccc(COC(=O)C2CCN(S(=O)(=O)c3ccc(C)c(C)c3)CC2)o1 | -6 | -16% | -10% | 22% | 14% | 1 | -10% | -7%
Cc1ccc(NS(=O)(=O)c2ccc(Cl)nc2)c(C)c1 | -5 | 8% | -9% | 2% | 0% | -6 | 12% | 13%
COc1ccc(OCc2nnc3n2N=C(c2ccc(C)cc2)CS3)cc1 | 1 | 12% | -2% | u | 3% | 11 | -1% | 0%
O=C(NC1CCCN(Cc2ccc(Cl)cc2)C1)c1ccnc(Cl)c1 (stereo not given) | -12 | -7% | 8% | 21% | 5% | -8 | 6% | -8%
Cc1ccc(C2CC(C(F)(F)F)n3nc(C(=O)NCCN4CCOCC4)cc3N2)cc1 (stereo not given) | 10 | 6% | 17% | 5% | -7% | -10 | 2% | -7%
COc1cc(CNc2nc3ccccc3n2C)cc(OC)c1OC | -11 | -21% | 5% | u | 9% | -26 | 4% | -7%
OCc1ccccc1SSc1ccccc1CO | -4 | u | 5% | -12% | 0% | u | u | 4%
COc1ccccc1C(=O)NC(=O)Nc1ccc(-c2cc(C(F)(F)F)nn2-c2ccccc2)cc1 | -14 | -9% | x | -18% | x | x | -9% | x
